Source: PubChem BioAssay
S100A4 inh HTS: inhibitors of human S100A4 binding to myosin IIA peptide; actives 0.14% (n = 360,000); AID 652163; S100A4/TAMRA-MyoIIA peptide fluorescence polarization; P26447; inhibition, % at 10.7 µM;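 active = mean inhibition of at least 70% across replicates, with every replicate also reaching that level; inconclusive = mean inhibition reaches 70% but some replicates fall short; inactive = mean inhibition below 70%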
Target sequence (P26447 whole entry, looked up): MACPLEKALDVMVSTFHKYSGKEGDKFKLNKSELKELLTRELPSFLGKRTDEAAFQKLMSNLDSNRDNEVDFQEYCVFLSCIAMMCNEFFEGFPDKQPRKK
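incubation = readout 5 min after mixing, signal stable up to 60 min | system = S100A4 monomer protein | buffer or medium = HEPES pH 7.2 with CaCl2, KCl, NaCl, DTT, Triton | benchmarks = neutral control DMSO, positive control TFP | also added = fluorescent myosin IIA peptide, 5 nM | compound dosing = one concentration per compound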
esBAF inh: SWI/SNF esBAF complex inhibition. reporter increase, % at 12.5 µM. AID 602393. mouse ES cells, Bmi1-luciferase knock-in reporter, 24 h; 100% = twice the neutral-well signal. actives 2% (n = 350,000); in the data active = activation above about 40%; inconclusive = no clear call, values can overlap the other calls;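 also: 0% = median of the plate's neutral control wells and 100% = double that signal; a rise in the Bmi1 reporter signal indicates esBAF inhibition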
E-selectin induc: induces E-selectin expression in human endothelial cells; P16581; HUVEC E-selectin immunofluorescence imaging; normalized: neutral wells 0, TNF-alpha wells 100; activation, % at 7.58 µM; actives 0.37% (n = 260,000); AID 686992;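 active = mean E-selectin-positive cell signal at least 10% of the positive control, reached in at least 60% of replicates, without over 20% cell loss; inconclusive = no rule given, readout overlaps actives, possibly toxicity-flagged; inactive = the rest, including those meeting only one limit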;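 also: in these data hits start at about 27%; measured in HUVEC primary endothelial cells; signal is the percent of cells scored E-selectin positive by PE staining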
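Test system: HUVEC; input: 3,000 HUVEC/well; measured by: immunofluorescence imaging; read-out: % PE-positive cells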
ERp5 block: ERp5 (human) disulfide isomerase inhibition; Q15084; ERp5 insulin aggregation, absorbance 650 nm, 90 min; inhibition, % at 9.99 µM; actives 0.05% (n = 350,000);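 active = mean replicate inhibition above about 25%, with every replicate also reaching it, limit read from the data, passing the limit was not always enough; inconclusive = only one of those two criteria met; inactive = neither criterion met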
Target sequence (Q15084 whole entry, looked up): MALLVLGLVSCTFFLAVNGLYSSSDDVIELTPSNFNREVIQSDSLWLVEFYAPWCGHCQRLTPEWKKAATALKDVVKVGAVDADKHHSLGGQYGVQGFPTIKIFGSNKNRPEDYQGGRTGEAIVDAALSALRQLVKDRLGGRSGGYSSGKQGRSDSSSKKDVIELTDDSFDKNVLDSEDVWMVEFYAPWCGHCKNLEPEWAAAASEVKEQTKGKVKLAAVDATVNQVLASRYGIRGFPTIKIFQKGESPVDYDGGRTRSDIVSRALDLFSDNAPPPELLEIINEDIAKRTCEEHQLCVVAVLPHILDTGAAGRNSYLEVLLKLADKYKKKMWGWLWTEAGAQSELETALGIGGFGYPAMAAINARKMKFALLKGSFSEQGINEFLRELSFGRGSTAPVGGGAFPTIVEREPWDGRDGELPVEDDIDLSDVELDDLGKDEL
RAD54 branch: blocks human RAD54 Holliday junction branch migration. Q92698. actives 0.14% (n = 360,000). inhibition, % at 10.4 µM. FAM/BHQ fluorescence;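 active = mean normalized replicate activity at least 40 and at least half of replicates scoring 40 or more; inconclusive = only one of the two criteria met; inactive = mean below 40 and under half of replicates reaching 40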;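 also: 0% = median of neutral control wells and 100% = median of positive control wells; inhibitors cause a drop in the FAM fluorescence signal; in these data hits start at about 50%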
XiGFP reactiv: reactivates the inactive X chromosome in mouse fibroblasts; XiGFP mouse fibroblasts, % GFP-positive cells imaging, 3 d; cells co-treated with 5-aza-dC sensitizer; scaled so ellipticine positive control = 100%; activation, % at 7.58 µM; actives 0.055% (n = 360,000); AID 743238;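 active = mean normalized replicate activation at least 10% and every replicate at or above 10%; inconclusive = only one of the two criteria met; inactive = mean below 10% and not all replicates reach 10%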;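 also: 0% = median of on-plate neutral control wells and 100% = ellipticine 6 µM median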
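assay system = SV40-immortalized XiGFP fibroblast cells, line 68-5-11 | buffer or medium = DMEM plus 5-aza-dC sensitizer | doses = single-point pinned compound dosing | times = 3-day compound exposure, then 15 min fixation at room temperature | benchmarks = positive control ellipticine, 6 µM final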
RAD52 anneal inh: RAD52 (human) annealing inhibition. P43351. recombinant RAD52 DNA annealing, FRET fluorescence. inhibition, % at 18.7 µM. actives 0.46% (n = 360,000). AID 651710;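 active = every replicate showing at least 50% inhibition; inconclusive = mean inhibition at least 50% but not in every replicate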
Target sequence (P43351 whole entry, looked up): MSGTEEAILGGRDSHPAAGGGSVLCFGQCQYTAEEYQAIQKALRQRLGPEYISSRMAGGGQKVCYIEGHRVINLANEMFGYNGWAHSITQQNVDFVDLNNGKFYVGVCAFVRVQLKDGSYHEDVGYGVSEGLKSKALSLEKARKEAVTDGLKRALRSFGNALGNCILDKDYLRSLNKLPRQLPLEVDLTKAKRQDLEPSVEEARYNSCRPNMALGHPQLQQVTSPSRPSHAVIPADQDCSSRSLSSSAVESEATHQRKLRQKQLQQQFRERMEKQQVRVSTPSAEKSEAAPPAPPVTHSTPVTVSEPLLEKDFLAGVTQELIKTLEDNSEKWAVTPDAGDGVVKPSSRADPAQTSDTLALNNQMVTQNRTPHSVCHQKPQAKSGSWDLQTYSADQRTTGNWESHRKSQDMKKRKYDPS
ERAP1 HTS inh: inhibitors of human ERAP1 aminopeptidase | Q9NZ08 | recombinant ERAP1, Leu-AMC fluorescence, 60 min | inhibition, % at 10.7 µM | actives 0.15% (n = 340,000) | AID 652197;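 active = mean replicate inhibition of at least 30%, or all replicates individually reaching that 30% level; inactive = mean below 30% and not every replicate reaching it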;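 also: 0% = neutral control wells and 100% = L-leucinethiol positive control wells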
An asterisk follows results filed as active; u = inconclusive; x = not tested or not shown; & = joins results of further samples.

cpd	SMILES	S100A4 inh HTS	esBAF inh	E-selectin induc	ERp5 block	RAD54 branch	XiGFP reactiv	RAD52 anneal inh	ERAP1 HTS inh
1	CCCCS(=O)(=O)NC(=O)C1(C)CCN1C(=O)C/C=C/c1ccccc1 (stereo unspecified)	1	-1	0.0	7	-13	0.3	-2	-1
2	CC(C)CCC(C)NC(=O)CN1C(=O)NC(C)(c2ccc3ccccc3c2)C1=O (stereo unspecified)	-1	1	x	3	-2	0.0	-6	1
3	CC1(C(=O)Nc2ccc(F)c(Cl)c2)Cc2c(-c3ccccc3)ccnc2O1 (stereo unspecified)	-3	4	0.0	-2	4	-0.1	-8	-3
4	CCCCC(=O)c1ccc(OC(=O)c2ccc([N+](=O)[O-])cc2)cc1	-1	4	x	7	6	-0.1	-14	-3
5	O=C(Nc1ccc(Oc2ccc(NC(=O)Nc3ccccc3Cl)cc2)cc1)Nc1ccccc1Cl	-4	19	1.0	2	4	0.0	-20	0
6	C[C@@H]1CN([C@H](C)CO)C(=O)c2cc(NC(=O)Nc3ccc(C(F)(F)F)cc3)ccc2O[C@H]1CN(C)C(=O)Nc1ccc(F)cc1	12&-5	-18&-4	0.7&0.5	-4&5	4&-3	-1.0&-0.1	11&-44	-4&-1
7	C=CCN(Cc1cccs1)C(=O)COc1ccc2c(c1)OCO2	2	37	x	1	5	0.2	0	-1
8	CCOC(=O)c1cc(OC(C)=O)c2ccc(OC)c(OC)c2c1	1	x	2.0	3	2	0.2	-13	-2
9	COc1ccc(NC(=O)c2cc(F)c(F)cc2Cl)cc1Cl	2	52*	-2.4	-3	5	0.0	0	1
10	CCOc1cccc2sc(N(CCCN(C)C)C(=O)c3ccc(S(=O)(=O)N(C)CC4CCCO4)cc3)nc12 (stereo unspecified)	-4	-2	-0.1	16	10	0.2	13	-12
11	COc1ccccc1CNC(=O)C(NC(=O)Nc1ccccc1)C(C)C (stereo unspecified)	-4	1	x	5	-5	-0.1	-15	0
12	Cc1ccc(CNC(=O)CC2Nc3c4ccccc4nc(=S)n3C2=O)cc1 (stereo unspecified)	-10	x	1.4	6	x	1.3	-41	-1
13	COc1ccc(C(=O)Nc2nc(OCC(F)(F)F)cnc2/C=C\c2ccccc2)c(OC)c1	1	7	0.0	4	-3	0.0	-6	1
14	COc1ccc(N(C(=O)CNC(=O)c2cccs2)C(C(=O)NCC2CCCO2)c2ccc(OC)c(OC)c2)cc1 (stereo unspecified)	12	0	1.0	-4	8	0.0	-17	-5
15	COC(=O)C1C(C(=O)OC)C1(c1ccccc1)c1ccccc1 (stereo unspecified)	2	-3	0.4	-4	-1	-0.1	6	8
16	N#CC1=C2SC=C(c3ccc(Br)cc3)N2CCCC1=O	-3	x	x	0	x	0.0	-35	2
17	CC(C)C[C@H]1CNC(=S)N1CC1CCN(CCCC2CCCC2)CC1	9	-1	0.1	1	-4	x	-17	-2
18	COc1ccccc1S(=O)(=O)N[C@@H]1CC[C@H](CCNC(=O)C2CCCC2)O[C@@H]1CO	0	-1	-0.1	1	-2	-0.1	1	3
19	O=C(CN1CCOCC1)NCCNS(=O)(=O)c1ccccc1	-1	7	-3.5	4	-10	0.0	-5	-2
20	Cc1noc(C)c1NC(=O)N(C)C[C@@H]1OCCCC[C@H](C)Oc2ccc(NS(=O)(=O)c3ccc(F)cc3)cc2C(=O)N([C@@H](C)CO)C[C@H]1C	-8	8	-0.1	-3	-1	0.3	16	-2

Next section
cpd	SMILES	S100A4 inh HTS	esBAF inh	E-selectin induc	ERp5 block	RAD54 branch	XiGFP reactiv	RAD52 anneal inh	ERAP1 HTS inh
21	C=C(C)COc1ccc(-c2ncncc2-c2ccc(OC)cc2)c(O)c1	-3	-12	0.1	2	12	0.1	-20	-4
22	CCOC(=O)N1CCN(C(=O)C2CCN(C(=O)c3ccc(C(C)(C)C)cc3)CC2)CC1	-7	5	x	2	-5	0.0	-17	1
23	COc1ccc(-c2ccc3c(n2)CCCN3S(=O)(=O)c2ccc(F)cc2)cc1	-2	x	-0.3	2	x	0.0	-14	-8
24	NC(=O)C1CCN(C(=O)c2cc(-c3ccc(Cl)cc3)nc3ccccc23)CC1	68	10	0.0	-3	4	0.1	-9	-4
25	CC(C)[C@@H]1COCc2cn(nn2)CC[C@H](Cc2ccccc2)C(=O)N1	-2	x	0.1	-5	x	0.2	2	2
26	Cc1csc(NC(=O)CSc2nnc(-c3cccnc3)o2)n1	0	5	-0.7	-9	2	0.1	-22	0
27	CCC1C(=O)N=C(SCC(=O)Nc2ccc(C(=O)OC)cc2)NC1=O (stereo unspecified)	4	-6	x	-7	-10	x	-4	4
28	Cc1ccc(N(O)C(=O)NCCCCNC(=O)N(O)c2ccc(C)cc2)cc1	-2	u	x	3	2	0.2	-8	2
29	c1ccc(Oc2ccc(-c3ccnc4nc(N5CCOCC5)nn34)cc2)cc1	2	9	x	4	1	0.0	-11	25
30	O=C(Cc1ccccn1)N[C@@H]1CC[C@@H](CCn2cc(-c3ccccc3)nn2)O[C@H]1CO	17	-7	-0.1	2	-4	-0.2	-28	1
31	OCCN(CCCn1c(C(F)(F)F)nc2ccccc21)c1nc(CN2CCCCC2)cs1	-6	-4	0.6	2	-6	0.5	-16	x
32	CCOC(=O)c1cn2nc(Oc3ccc(OC)cc3)ccc2n1	-5	-1	0.9	4	x	-0.1	-11	1
33	COC(=O)c1sc(NC(=O)/C=C/c2ccc(C)o2)nc1C	15	x	0.7	-6	x	0.1	-56	9
34	O=C([C@@H]1[C@@H](CO)[C@@H]2Cn3c(cccc3=O)[C@@H]2N1Cc1ccccc1Cl)N1CCOCC1	-6	-1	0.1	4	-4	0.0	-13	1
35	O=C(NCC[C@H]1CC[C@@H](NS(=O)(=O)c2ccc(Cl)cc2)[C@H](CO)O1)Nc1ccc(F)cc1	-6	x	-0.6	10	x	0.7	18	-1
36	CC(C)(C)[S@](=O)N1Cc2cc(C(=O)NC3CCC3)nc(-c3cccc(-c4ccccc4F)c3)c2[C@@H]1CCO	-42	3	0.6	-2	-6	0.3	3	-2
37	Cn1ccc(C(=O)OCC(=O)Nc2ccccc2Cl)n1	-2	-4	x	-2	-1	0.0	-3	0
38	Cc1ccc(OCC(O)CN2CCOCC2)cc1C (stereo unspecified)	4	9	x	0	11	0.2	-10	-1
39	CCOC(=O)CSc1nnc(-c2ccccc2)c(-c2ccccc2)n1	1	-12	x	2	-9	0.0	-1	0
40	Cn1cc(C(F)(F)F)nc1-c1ccc(OCC(O)CNCCOc2ccc(O)c(C(N)=O)c2)cc1 (stereo unspecified)	-1	9	0.2	-8	4	-0.3	4	-1

From entry 21 up to 22, copied from above:
cpd	SMILES	S100A4 inh HTS	esBAF inh	E-selectin induc	ERp5 block	RAD54 branch	XiGFP reactiv	RAD52 anneal inh	ERAP1 HTS inh
21	C=C(C)COc1ccc(-c2ncncc2-c2ccc(OC)cc2)c(O)c1	-3	-12	0.1	2	12	0.1	-20	-4
22	CCOC(=O)N1CCN(C(=O)C2CCN(C(=O)c3ccc(C(C)(C)C)cc3)CC2)CC1	-7	5	x	2	-5	0.0	-17	1

Other structures follow.
cpd	SMILES	S100A4 inh HTS	esBAF inh	E-selectin induc	ERp5 block	RAD54 branch	XiGFP reactiv	RAD52 anneal inh	ERAP1 HTS inh
41	CO[C@H]1CN(C)C(=O)c2cc(NC(=O)c3ccccc3)ccc2OC[C@@H](C)N(CC2CC2)C[C@H]1C	x	-1	0.0	x	-1	-0.2	x	x
42	COc1ccc(-c2nc(NC(=O)c3n[nH]c(=O)c4ccccc34)sc2C)cc1	3	x	x	6	x	0.0	-55	9
43	Cc1cccc(NC(=O)NC2CCCCCCC2)c1	-5	62*	0.1	-2	-5	-0.1	-13	-1
44	O=C1C2C3C=CC(CC3)C2C(=O)N1/N=C/c1ccc(O)c(O)c1 (stereo unspecified)	4	x	-0.3	2	4	-0.1	-9	3
45	CN(C)CCCn1c(SCC(=O)Nc2sc3c(c2C#N)CCCC3)nnc1-c1ccncc1	0	-10	x	2	2	x	26	-7
46	COC(=O)CNC(=O)C(CCSC)NC(C)=O (stereo unspecified)	0	x	x	11	x	0.0	-9	0
47	CC12CC3(C)CC(C)(C1)CC(C(=O)NC(=S)N1CCOCC1)(C2)C3	-8	x	x	5	x	x	-13	7
48	CCOc1ccc(/C=N/NC(=O)c2cc3c(OC)cccc3[nH]2)cc1	3	-8	0.2	2	-4	0.3	-11	1
49	O=C(NNC(=S)NCc1ccccc1)c1ccccc1OC(F)F	-5	x	-0.1	4	x	0.1	-16	-9
50	CC1(C)CC(NC(=O)c2cc(S(=O)(=O)N3CCOCC3)ccc2Cl)CC(C)(C)N1	0	0	-0.1	-5	1	0.0	-10	0
51	CC(C)c1cc(CNC(=O)C2CCC(=O)N(Cc3ccccc3F)C2)on1 (stereo unspecified)	-11	-8	-0.3	-5	0	0.0	-10	-1
52	C[C@H](CO)N1C[C@H](C)[C@@H](CN(C)C(=O)c2ccc3c(c2)OCO3)Oc2ncc(C3=CCCC3)cc2C1=O	-9	5	-0.1	0	-1	-0.7	8	-1
53	C[C@@H](NC(=O)C[C@@H]1C=C[C@H](NC(=O)C2CCC2)[C@H](CO)O1)c1ccccc1	-7	1	0.2	-1	3	-0.8	14	1
54	CCCCCOc1ccc(C(=O)Nc2ccc(N3CCOCC3)cc2N2CCOCC2)cc1	2	3	x	-5	0	0.5	-1	5
55	N#C[C@@H]1[C@H](c2ccccc2-c2ccccc2F)[C@@H](CO)N1C(=O)C1CCC1	13	x	0.1	1	x	0.0	9	3
56	OCC1(CC2CCCCO2)CCN(Cc2ccccc2-c2ccco2)CC1 (stereo unspecified)	5	x	x	-3	x	0.3	-12	1
57	C[C@H]1CCCCO[C@H](CN(C)Cc2ccc(C(F)(F)F)cc2)[C@@H](C)CN([C@@H](C)CO)C(=O)c2cc(NC(=O)Nc3ccc4c(c3)OCO4)ccc2O1	153*	-11	0.0	1	-17	-0.1	7	-2
58	Cc1cc(-c2ccc(C)c(S(=O)(=O)NCc3cccc(Br)c3)c2)on1	0	-1	x	4	-6	0.4	-10	-5
